SENP6 inh – inhibitors of human SENP6 protease. Q9GZR1. Recombinant SENP6 catalytic domain, aminoluciferin luminescence. inhibition, % at 10 µM. actives 1.8% (n = 330,000);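 active = inhibition above about 50% at the single tested dose, limit read from the data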;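 also: plate controls were DMSO wells with enzyme for no effect and DMSO wells lacking enzyme for full effect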
SENP7 inh – inhibitors of human SENP7 protease; Q9BQF6; recombinant SENP7, Z-RLRGG-aminoluciferin luminescence, 40 min; inhibition, % at 5 µM; actives 1.5% (n = 330,000);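 active = inhibition above about 50% at the single test dose, limit read from the data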;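 also: plate controls were DMSO with enzyme for no effect and no enzyme buffer wells for full effect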
Target sequence (Q9BQF6 706-1050 limits assumed): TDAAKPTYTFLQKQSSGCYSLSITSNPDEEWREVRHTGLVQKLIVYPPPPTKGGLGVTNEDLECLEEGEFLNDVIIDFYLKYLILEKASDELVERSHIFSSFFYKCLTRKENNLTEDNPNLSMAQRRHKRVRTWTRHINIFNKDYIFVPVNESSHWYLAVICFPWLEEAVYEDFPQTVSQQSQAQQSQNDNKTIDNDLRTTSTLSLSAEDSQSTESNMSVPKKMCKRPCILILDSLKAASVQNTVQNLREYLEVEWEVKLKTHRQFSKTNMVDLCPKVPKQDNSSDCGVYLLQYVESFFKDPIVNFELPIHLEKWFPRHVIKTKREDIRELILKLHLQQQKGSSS
UBC13 inh – inhibitors of human UBC13 polyubiquitin chain formation; P61088; TR-FRET; inhibition, % at 20 µM; actives 0.47% (n = 330,000); AID 485273; in the data active = inhibition above about 45%, passing the limit was not always enough
A3G deaminase – inhibitors of human APOBEC3G DNA deaminase. Q9HC16. inhibition, % at 20 µM. AID 493012. actives 0.28% (n = 330,000). recombinant A3G, ssDNA deamination FAM/TAMRA fluorescence;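 active = inhibition of at least 40% at 20 µM, with no more than 30% in the related APOBEC3A deaminase screen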;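 also: plate controls were DMSO wells with A3G for no effect and wells lacking A3G enzyme for full effect; some compounds called inactive have numbers as strong as hits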
Target sequence (Q9HC16 whole entry, looked up): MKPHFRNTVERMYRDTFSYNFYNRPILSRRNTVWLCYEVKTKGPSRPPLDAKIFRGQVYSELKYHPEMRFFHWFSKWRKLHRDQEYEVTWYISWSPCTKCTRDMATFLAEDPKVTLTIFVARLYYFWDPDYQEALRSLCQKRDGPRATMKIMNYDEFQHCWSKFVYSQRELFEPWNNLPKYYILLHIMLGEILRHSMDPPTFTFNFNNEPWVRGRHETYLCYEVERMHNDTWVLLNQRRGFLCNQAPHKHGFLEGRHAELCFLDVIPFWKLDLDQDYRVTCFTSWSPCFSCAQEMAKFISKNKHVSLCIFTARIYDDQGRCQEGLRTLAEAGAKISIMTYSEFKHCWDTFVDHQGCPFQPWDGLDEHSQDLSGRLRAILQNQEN
SENP8 block-1 – blocks human SENP8 cleavage of Nedd8 substrate. Q96LD8. recombinant SENP8, Nedd8 substrate fluorescence. inhibition, % at 20 µM. actives 0.64% (n = 360,000). AID 602440; in the data active = inhibition mostly above about 40%, no sharp cut-off; inactive = mostly below about 27%
Target sequence (Q96LD8 whole entry, looked up): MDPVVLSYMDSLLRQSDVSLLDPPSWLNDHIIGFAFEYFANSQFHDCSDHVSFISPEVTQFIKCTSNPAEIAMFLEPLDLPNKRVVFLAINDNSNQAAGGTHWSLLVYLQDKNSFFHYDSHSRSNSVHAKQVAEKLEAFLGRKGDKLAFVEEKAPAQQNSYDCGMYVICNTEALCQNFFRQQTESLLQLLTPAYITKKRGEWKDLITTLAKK
SENP8 block-2 – SENP8 protease inhibition | Q96LD8 | purified SENP8, Z-RLRGG-aminoluciferin cleavage, luminescence | inhibition, % at 10 µM | actives 1.2% (n = 330,000) | AID 2540; in the data active = inhibition above about 50%
SENP1 FRET inh – inhibitors of human SENP1 SUMO protease catalytic domain | Q9P0U3 | recombinant SENP1 catalytic domain, CyPet-SUMO1-YPet FRET cleavage | inhibition, % at 10 µM | actives 0.21% (n = 360,000) | AID 624204;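 active = inhibition at least 30% at 10 µM, raw YFP signal under a set limit, fluorescence ratio 0.5 to 1.5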;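 also: 0% = enzyme with DMSO and 100% = no enzyme wells; some results filed as inactive read as strong as hits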
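Controls: no-enzyme wells low, DMSO-plus-enzyme wells high control. Test system: human recombinant His6-tagged SENP1 catalytic domain enzyme. Reagent: SFCypet-SUMO1-SFYpet FRET protein substrate, 25 nM final. Doses: one dose per compound, 10 µM, 0.5% DMSO. Detection: FRET, CFP and YFP emission. Timing: 50 min reaction at room temperature.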
Apaf-1 inh – human Apaf-1 inhibition. reconstituted apoptosome caspase-3 activity, DEVD-Rh110 fluorescence. actives 0.71% (n = 330,000). inhibition, % at 20 µM. O14727. AID 489030; active = inhibition of at least 40% at 20 µM;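 also: plate controls were DMSO wells for no effect and DEVD-CHO caspase inhibitor wells for full effect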
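System – cell-free apoptosome with Apaf-1, procaspase-3 and caspase-9 · Buffer or medium – pH 7.5 Hepes buffer with CHAPS, BSA, DTT · Also added – cytochrome c with DEVD-Rh110 · Times – 30 min compound preincubation, 50 min activation, room temperature · Technique – Rh110 fluorescence intensity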
The depositor's hits bear a star; i = inactive; · = no result given.

Below each compound: SENP7 inh	SENP1 FRET inh	SENP8 block-1	SENP6 inh	A3G deaminase	SENP8 block-2	UBC13 inh	Apaf-1 inh
CCN(CC)S(=O)(=O)c1ccc2oc(Nc3ccc(OC)cc3OC)nc2c1
  -7	2	3	-36	-2	2	3	20
CC(C)(C)[C@@H]1C=C(C(=O)Nc2ccccc2)O[C@H](OCc2ccc(CO)cc2)C1
  -11	3	20	-18	-11	-9	5	18
Cc1ccc(-n2nc(CC#N)c(C#N)c2N)cc1Cl
  6	-6	2	-20	-2	-4	0	9
CC(C)(C)C(=O)Nc1ccc(C(=O)Nc2cc(NC(=O)c3ccc(NC(=O)C(C)(C)C)cc3)cc(C(=O)O)c2)cc1
  0	4	5	5	-1	6	-8	-5
CC(C)N(Cc1nc(-c2ccc(Cl)cc2)no1)C(=O)CN(C)S(=O)(=O)c1ccc(Cl)cc1
  3	4	12	-11	-2	0	11	9
COc1ccc(CC(=O)N2CCN=C2SCc2cccc([N+](=O)[O-])c2)cc1
  -4	3	15	2	-14	1	0	-1
Oc1ccccc1/C=N/n1c(-c2cccs2)n[nH]c1=S
  -1	28	-41	-21	40	-3	1	9
Cc1ccc(NC(=O)C2CCN(S(=O)(=O)c3ccc4c(c3)oc(=O)n4C)CC2)cc1
  4	2	10	-13	0	-5	-5	-4
CC(C)CCN(C(=O)CNC(=O)c1ccco1)C(C(=O)NC1CCCCC1)c1cccnc1 (configuration not stated)
  5	2	10	5	-2	0	8	-2
CCOc1ccc(C(=O)N2CCc3cc(OC)c(OC)cc3C2)cc1OCC
  4	2	8	4	2	0	13	4
COc1cccc(NC(=O)c2ccc(S(=O)(=O)N3CCCCC3)cc2)c1
  1	4	15	1	-8	-5	0	1
CCCCNC(=O)NNC(=O)COc1cc(C)cc(C)c1
  5	1	17	-5	1	-6	-4	6
Cc1ccc(S(=O)(=O)Nc2nc(C)c(C)s2)cc1
  0	0	4	-3	11	-6	-3	10
O=C1/C(=C\c2ccco2)SC(=S)N1c1ccc(O)cc1
  7	1	13	-5	5	29	1	12
CC(C)CNC(=O)c1oc2ccccc2c1COc1ccccc1
  -3	0	1	5	-4	-7	-18	19
O=C(c1ccc(Cn2c(=S)[nH]c3cc4c(cc3c2=O)OCO4)cc1)N1CCN(c2ncccn2)CC1
  -3	·	·	-6	-3	-10	18	4
O=C1N=C(O)CN1/N=C/c1ccc(-c2ccc([N+](=O)[O-])cc2)o1
  7	-10	-71	-8	2	2	-17	4
Cc1[nH]c(=O)[nH]c(=O)c1S(=O)(=O)N1CCCC(C(=O)N2CCN(c3cccc(C(F)(F)F)c3)CC2)C1 (configuration not stated)
  3	2	4	-27	-9	-6	3	-1
Cc1c(Br)c([N+](=O)[O-])nn1CC(=O)Nc1ccc(Cc2ccncc2)cc1
  -2	1	9	-30	-8	-12	0	17
O=C(c1ccccc1)N1CCN(C(=O)c2ccccc2)C1c1ccccc1
  17	1	17	7	-5	-5	-1	1

More entries follow.
Below each compound: SENP7 inh	SENP1 FRET inh	SENP8 block-1	SENP6 inh	A3G deaminase	SENP8 block-2	UBC13 inh	Apaf-1 inh
CC(C)Cc1cc(C(=O)NCc2ccco2)no1
  -4	-1	8	-24	1	-14	-5	15
CCCCOc1ccc(Cc2cnc(N)nc2N)cc1
  -13	-5	7	-36	-7	-16	2	13
CCOC(=O)c1c(CSc2cccs2)n(C)c2cc(Br)c(O)c(CN(C)C)c12
  -3	1	6	-9	-7	-13	-6	9
CC1CCc2nc3ccc(S(=O)(=O)N4CCC(C(=O)N5CCCCCC5)CC4)cc3c(C(=O)O)c2C1 (configuration not stated)
  -2	-10	-14	-6	-4	-12	-14	14
Cc1nc(NC(=O)/C=C/c2ccccc2)sc1C(=O)N1CCCCC1
  5	2	-62	29	-3	5	-2	7
CCc1cccc(CC)c1-n1c(-c2cccnc2)n[nH]c1=S
  8	2	-26	9	7	1	3	-4
Cc1ccc2cc(CCNC(=O)c3ccc(S(=O)(=O)N4CCCCC4)cc3)c(=O)[nH]c2c1
  8	-2	-32	-2	-1	2	1	10
CCOC(=O)c1cc(-c2ccc(C)cc2)n(CCC(=O)NCCN(C)C)c1C
  18	-3	4	4	-1	0	10	-8
COc1ccc(S(=O)(=O)N2CCC3(CC2)CC(=O)c2ccccc2O3)cc1
  2	0	-7	-14	-2	1	2	24
Nc1nnn(CC(=O)N/N=C/c2cccc(Cl)c2)n1
  -3	1	25	-29	-1	6	4	7
CCn1cc(C(=O)N2CCOCC2)c(=O)c2cc(S(=O)(=O)N(C)C3CCCCC3)ccc21
  9	0	-13	-4	1	-13	-6	-6
Cc1ccc(N(C(=O)CNC(=O)c2ccco2)C(C(=O)NC2CCCCC2)c2ccncc2)c(C)c1 (configuration not stated)
  2	1	6	7	-7	3	1	2
COC(=O)NC1(C(F)(F)F)NC(=O)N(C2CCCCC2)C1=O (configuration not stated)
  2	3	8	-3	-7	1	-4	-10
COCCSc1ccccc1C(=O)Nc1ccc2c(c1)OCCO2
  -8	-3	29	-24	-2	-6	-15	11
CCN(CC)C(=O)CCSc1nnc(-c2ccco2)o1
  -1	0	-4	-1	-5	-7	-10	-7
CC1(C)CC(NC(=O)c2ccc(Br)o2)CC(C)(C)N1
  6	3	11	-3	-5	3	1	1
CCCN(CCC)S(=O)(=O)c1ccc(NS(=O)(=O)c2ccc(F)cc2)cc1
  -6	7	0	-6	-1	7	-10	9
Cc1c(C(=O)N2CCN(C)CC2)oc2ccc(Br)cc12
  -8	1	-6	0	-6	-1	-10	-5
COC(=O)CSc1nc2sc3c(c2c(=O)n1-c1ccccc1)CCN(C)C3
  6	-21	i	-11	-4	-1	5	6
Cc1c(Cl)cccc1NC(=S)N1CCN(S(=O)(=O)c2cccs2)CC1
  -7	7	9	3	-3	-8	-20	18

Next section:
Below each compound: SENP7 inh	SENP1 FRET inh	SENP8 block-1	SENP6 inh	A3G deaminase	SENP8 block-2	UBC13 inh	Apaf-1 inh
CSc1nnc(N2C(=O)C(O)=C(C(=O)c3ccc(C)o3)C2c2ccc(C)cc2)s1 (configuration not stated)
  11	-39	-97	-11	-6	4	-21	8
CCOc1ccccc1CNS(=O)(=O)c1ccc2[nH]c(=O)sc2c1
  3	1	7	21	2	6	-9	-1
CCOC(=O)c1c(-c2ccc(C)cc2)csc1/N=C(\C)C1=C(O)c2ccccc2C1=O
  -6	2	8	3	-4	-12	-4	5
CCOC(=O)CNC(=O)CSc1nccn1Cc1ccco1
  -2	2	9	0	-5	2	-10	-11
CCN(CC)c1ccc(NC(=O)COc2ccc(C#N)cc2)cc1S(=O)(=O)Nc1ccc(OC)cc1
  -2	-1	9	-31	-2	-1	-11	5
CSc1ncccc1C(=O)Nc1cc(Cl)ccc1N1CCOCC1
  -8	-1	17	-4	-5	-9	-9	7
COc1ccccc1NC(=O)CCn1c(=O)sc2ccccc21
  -1	-2	16	-2	-3	5	5	-15
CCOc1ccc(NC(=O)CCN2CCN(S(=O)(=O)c3cc(Cl)ccc3OC)CC2)cc1
  6	2	16	-4	-1	-1	2	11
Cn1c(=O)c2c(nc(NCCCN3CCOCC3)n2Cc2cccc(Cl)c2)n(C)c1=O
  -6	2	11	-4	-10	-4	2	-2
CC(C)(C)n1nnnc1C(c1cccs1)N(Cc1ccccc1)Cc1cccnc1 (configuration not stated)
  -6	1	20	-19	-5	-17	3	23
O=C1COc2ccc3ccccc3c2CN1
  3	4	11	7	-4	8	6	-1
CCc1ccc(C(=O)NNC(=O)CCC2CCCCC2)cc1
  5	0	3	-14	-7	0	-4	15
CCOC(=O)NC(=O)CSc1cc(C)c2cc(C)cc(C)c2n1
  2	-1	18	-10	-8	-7	14	10
O=C(c1cnc2n(c1=O)CCS2)N1CCN(C(c2ccccc2)c2ccc(Cl)cc2)CC1 (configuration not stated)
  6	0	13	-20	-4	-6	6	23
N#CC1=C(N)N(c2ccccc2)C2=C(C(=O)CCC2)C1c1ccsc1 (configuration not stated)
  10	-47	-83	7	-1	7	-6	16
N#Cc1ccccc1OCC(=O)NC(=O)NCc1ccccc1
  -9	1	-140	-14	-10	-15	4	2
Cc1ccccc1OCC(=O)Nc1ccc2c(c1)OCO2
  -16	0	15	-15	-3	-9	-5	0
O=C(NCCCCc1ccccc1)C1CCCC1
  3	0	-6	-23	1	8	-3	6
Cc1cc(C)n2cc(CSCc3ccccc3)nc2n1
  5	2	-389	-6	-1	-4	9	7
Cc1nnc(NC(=O)CS(=O)(=O)Cc2ccccc2)s1
  -11	3	17	-5	-5	4	-3	3

Later entries
Below each compound: SENP7 inh	SENP1 FRET inh	SENP8 block-1	SENP6 inh	A3G deaminase	SENP8 block-2	UBC13 inh	Apaf-1 inh
Cc1ccc(C)c(S(=O)(=O)N2CCCOC2CNC(=O)C(=O)NCCCN2CCOCC2)c1 (configuration not stated)
  -4	-2	9	-2	-3	-11	-5	5
NC(=O)c1ccccc1NC(=O)COC(=O)CSCc1cccc(Cl)c1
  1	0	-31	13	-8	9	12	-4
CCOC(=O)c1c(NC(=O)CSC2=NN3CCCC(=O)N=C3S2)sc2c1CCCCC2
  -1	2	1	-2	-1	-5	0	18
C=CCNC(=O)c1cc(-c2ccc(Br)cc2)on1
  0	-2	16	-11	-4	-23	-4	7
CCC(=O)Nc1nnc(SCC(=O)Nc2cccc(Cl)c2)s1
  -1	1	-2	-5	-8	-1	1	-5
CC1CCN(C(=O)c2ccccc2NC(=O)Cc2ccccc2)CC1
  2	2	-1	6	-8	0	6	-6
Cc1nc2sc(-c3ccccc3)nn2c(=O)c1Br
  73*	1	-30	75*	-5	60*	13	2
COc1ccccc1-c1nnc2sc(-c3cnccn3)nn12
  3	-5	-2	-7	9	2	-3	-28
O=S(=O)(c1ccc(Oc2ccc(S(=O)(=O)N3CCOCC3)cc2)cc1)N1CCOCC1
  2	-2	18	0	-2	-4	1	-5
CCC(NC(=O)c1ccccc1NC(=O)c1ccco1)C(=O)NNC(=O)c1ccc(OC)cc1 (configuration not stated)
  -1	1	-24	-2	2	2	3	4
Cc1nnc(-c2cnn(-c3ccccc3)c2N)n1Cc1ccc(F)cc1
  3	-1	1	7	-1	3	-3	9
CCN1CCN(CC#CCOc2ccccc2OC)CC1
  4	2	3	10	1	1	-8	1
CCCCC(CCC(=O)Nc1ccc(C(=O)OC)cc1)C(=O)O (configuration not stated)
  -12	-1	12	-11	6	3	-10	3
Cc1ccc(NC(=O)C(C)N2CCN(C)CC2)cc1S(=O)(=O)N1CCOCC1 (configuration not stated)
  -9	-3	9	-9	-8	-9	-12	12
NS(=O)(=O)c1cccc(NC(=O)COC(=O)c2cc(-c3ccc(Cl)cc3)nc3ccccc23)c1
  3	1	-175	-22	-4	-3	-1	12
O=S(=O)(Nc1ccc(-n2cnnn2)cc1)c1ccc(Cl)s1
  -1	-4	5	-1	0	-4	4	2
CCOC(=O)C1CCN(Cc2nnc(-c3ccccc3C)o2)CC1
  3	0	16	21	-2	12	-1	5
Cn1c(SCC(=O)Nc2sccc2C(N)=O)nc2ccccc2c1=O
  -5	-1	5	-11	-11	-16	10	10

Full records as entered above.
CCN1CCN(CC#CCOc2ccccc2OC)CC1 as listed: SENP7 inh: 4; SENP1 FRET inh: 2; SENP8 block-1: 3; SENP6 inh: 10; A3G deaminase: 1; SENP8 block-2: 1; UBC13 inh: -8; Apaf-1 inh: 1
CCOC(=O)C1CCN(Cc2nnc(-c3ccccc3C)o2)CC1 as listed: SENP7 inh: 3; SENP1 FRET inh: 0; SENP8 block-1: 16; SENP6 inh: 21; A3G deaminase: -2; SENP8 block-2: 12; UBC13 inh: -1; Apaf-1 inh: 5

Compound activity as filed in PubChem BioAssay.

Compounds were not picked by outcome. Share with any hit: about 3.6%.
